Source: PubChem BioAssay (several laboratories)
Yeast growth inh: yeast BB579 growth reduction in restrictive medium | AID 804 | 140,000 compounds, 0.51% hits | inhibition, % at 10 µM | S. cerevisiae BB579 growth, OD615, 48 h;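 active = inhibition above a set limit, 3 SD over the mean compound inhibition, cut at about 44% in these data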; also: inactives centre near -24
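Material: Saccharomyces cerevisiae DeaD strain BB579, replicative lifespan model yeast; buffer or medium: CSMM-D restrictive synthetic medium containing dextrose (glucose); compound: 10 µM single dose, DMSO 0.25%; timing: 48 h compound exposure at 30 °C after 4 h preincubation; signal: turbidity as optical density at 615 nm; benchmarks: positive control amphotericin B 10 µg/mL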
PTEN del growth: growth suppressors of cells with PTEN tumor suppressor deletion | HCT116 PTEN-null viability, CellTiter-Glo, 60 h; hits give low values | viability, % at 10 µM | 140,000 compounds, 1.2% hits | AID 827;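 active = viability at or below a set limit, 4 SD under the median of all tested compounds, cut at about 3.7% in these data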;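 also: PTEN knockout HCT116 line with beta catenin targeted HCT116 as companion control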
HCT116 bCat-KO: beta-catenin-lacking colon tumor cell growth suppression. HCT116 beta-catenin knockout viability, CellTiter-Glo, 60 h; hits give low values. viability, % at 10 µM. 140,000 compounds, 1.5% hits;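 active = viability at or under a set limit, the compound median less 4 SD, cut at about 6% in these data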;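 also: 0% = Hyamine 1622 control at 20 µM and 100% = untreated cell control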
Measles CPE: protection of cells from measles virus. Measles virus-infected cells, CPE protection, absorbance. 140,000 compounds, 1.5% hits. AID 841. protection (pct of control), % at 4 µM; in the data active = protection mostly above about 24%, no sharp cut-off; inactive = mostly below about 26%; also: some compounds called inactive have numbers as strong as hits
Yeast lifespan up: extends the lifespan of yeast; S. cerevisiae growth with nicotinamide, OD615; deaD strain in restrictive glucose medium; inhibition of the nicotinamide effect, % at 10 µM; 130,000 compounds, 0.68% hits; AID 775;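 active = inhibition above a set limit, placed 3 SD over the median of all compounds, cut at about 26% in these data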;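 also: 0% = nicotinamide-treated wells and 100% = cells grown without nicotinamide; some compounds called inactive have numbers as strong as hits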
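System: DeaD-strain S. cerevisiae / Buffer or medium: CSMM-D, restrictive glucose (dextrose) synthetic minimal medium / Probe or stimulus: nicotinamide, 1.5 mM, co-present with compound / Compound: one concentration, 10 µM, DMSO 0.25% / Incubation: 48 h compound exposure at 30 °C, humidified / Technique: optical density (absorbance) at 615 nm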
Phagocytosis inh: macrophage phagocytosis inhibition | J774A.1 macrophage IgG-bead phagocytosis, imaging | inhibition, % at 5 µM | 110,000 compounds, 0.07% hits;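 active = inhibition above the mean of the plate negative controls plus 5 SD, cut at about 13% in these data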;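 also: phagocytic index as fraction of beads internalized from green versus red external bead signal; plate controls were DMSO negative control for no effect and cytochalasin-D positive control for full effect; some results beyond the cut were filed as inactive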
GALR2 blocker: antagonists of human galanin receptor 2 (GALR2) | O43603 | GALR2-expressing cells, antagonist mode | inhibition, % at 4 µM | 140,000 compounds, 0.39% hits | AID 828; in the data active = inhibition above about 27%;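 also: cells stimulated with galanin 1-16 at roughly its EC80; 0% = agonist challenge control and 100% = basal control without agonist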
Target sequence (O43603 whole entry, looked up): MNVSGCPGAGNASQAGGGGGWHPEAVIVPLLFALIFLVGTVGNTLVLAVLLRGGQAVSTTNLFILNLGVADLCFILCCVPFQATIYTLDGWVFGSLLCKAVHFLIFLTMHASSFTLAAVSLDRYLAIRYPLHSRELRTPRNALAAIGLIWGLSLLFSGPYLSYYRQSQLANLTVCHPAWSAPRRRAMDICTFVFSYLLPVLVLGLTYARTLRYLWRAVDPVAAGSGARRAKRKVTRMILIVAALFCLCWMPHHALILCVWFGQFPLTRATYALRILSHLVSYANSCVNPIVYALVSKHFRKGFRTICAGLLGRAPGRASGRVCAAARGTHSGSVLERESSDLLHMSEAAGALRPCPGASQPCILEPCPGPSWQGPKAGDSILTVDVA
E-sel TNF inh: TNF alpha driven E-selectin expression inhibition. HUVEC TNFa-induced E-selectin immunofluorescence, high content. inhibition, % at 2 µM. 120,000 compounds, 0.71% hits;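 active = inhibition above the batch mean plus 3 SD, and confirmed as a hit on visual image review, cut at about 43% in these data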;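 also: 0% = TNF-stimulated DMSO wells and 100% = unstimulated control wells; not every result past the cut was called active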
NPY-Y2 antag: NPY-Y2 (human) receptor antagonism. inhibition, % at 2.7 µM. 140,000 compounds, 0.99% hits. P49146. NPY-Y2 expressing cells, antagonist mode; in the data active = inhibition above about 17%;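 also: 0% = vehicle with agonist challenge and 100% = reference antagonist with challenge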
Target sequence (P49146 whole entry, looked up): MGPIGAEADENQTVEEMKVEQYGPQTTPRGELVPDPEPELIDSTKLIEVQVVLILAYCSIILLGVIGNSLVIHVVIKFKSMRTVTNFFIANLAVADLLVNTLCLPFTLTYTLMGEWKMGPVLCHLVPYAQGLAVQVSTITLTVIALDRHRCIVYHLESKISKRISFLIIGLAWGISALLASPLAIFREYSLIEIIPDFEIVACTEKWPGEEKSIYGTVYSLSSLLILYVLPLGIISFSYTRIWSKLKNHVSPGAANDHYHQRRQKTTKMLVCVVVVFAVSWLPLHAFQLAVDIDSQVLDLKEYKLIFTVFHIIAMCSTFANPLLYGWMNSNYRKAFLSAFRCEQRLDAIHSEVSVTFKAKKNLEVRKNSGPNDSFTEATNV
MRP-1 activ: MRP-1 activation. 140,000 compounds, 0.61% hits. H69AR cells + doxorubicin, viability rescue, CellTiter-Glo. viability increase, % at 10 µM;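 active = viability gain under doxorubicin at or above a set limit, the compound median plus 3 SD, cut at about 4.7% in these data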;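 also: MRP-1 overexpressing cells given doxorubicin 25 µM after compound pretreatment; 18-22 h compound pretreatment then 72 h with doxorubicin before readout; 0% = doxorubicin-only wells and 100% = vehicle-treated cells without doxorubicin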
* hit, by the source's call; . = not tested or not shown. This is a random part of the collection; overall some 6.1% were active at least once.

SMILES	Yeast growth inh	PTEN del growth	HCT116 bCat-KO	Measles CPE	Yeast lifespan up	Phagocytosis inh	GALR2 blocker	E-sel TNF inh	NPY-Y2 antag	MRP-1 activ
CN1CCN(C2CC(=O)N(Cc3ccc(N4CCCC4=O)cc3)C2=O)CC1 (centres undefined)	-29	82	89	11	-20	.	8	2	-1	-1.2
Cc1ccc(O)c(C2=Nc3ccccc3N=C(c3ccco3)C2)c1	-15	91	94	15	-6	0	4	-16	2	-1.6
CN(C)c1nc(SCc2ccccc2Cl)nc2c1CCCC2	-14	77	84	2	-23	0	-13	5	2	0.2
CCN(C(=O)CSc1ncn[nH]1)c1cccc2ccccc12	12	93	90	11	-9	-1	6	.	2	1.0
CCN1CCN(c2nc(N)c([N+](=O)[O-])c(Nc3cccc(C)c3)n2)CC1	-73	67	62	8	-3	-4	-1	.	10	-0.9
N#CC1=C(SCc2ccccc2)NC(=O)C(C#N)C12CCCC2 (centres undefined)	-1	88	90	8	-3	5	-5	-7	5	-2.5
C#CCn1cc(/C=N/NC(=O)c2cc3ccccc3o2)c2ccccc21	-32	67	79	8	-1	.	0	3	4	-3.2
Cc1cc(N2CCN(C)CC2)nc2ccc(NC(=O)c3cccnc3Cl)cc12	-81	80	79	8	-4	0	-1	9	4	-2.2
CCOC(=O)N1CCN(C(=O)c2ccc(CS(=O)(=O)c3ccc(OC)cc3)o2)CC1	-7	88	90	7	-2	1	11	-25	3	-3.0
Cc1ccc(Oc2c(F)c(F)nc(N3CCCC3)c2F)cc1	-20	99	100	2	-5	-9	1	0	1	-1.5
COc1ccc(/C=C(\NC(=O)/C=C/c2ccco2)C(=O)NCCc2nc3ccccc3[nH]2)cc1	-22	91	90	1	-1	-12	2	.	3	-2.7
COc1cccc(C2(c3cccc(OC)c3)CC2C(=O)Nc2ccc(F)cc2)c1 (centres undefined)	-8	79	89	1	4	-6	-1	-8	3	-1.6
O=C(CN1C2CCCC1CC(NC(=O)c1ccco1)C2)Nc1ccccc1 (centres undefined)	-13	80	86	5	-9	.	3	19	0	-1.4
CCOC(=O)c1cc(-c2ccccc2)sc1NC(=O)C(C)Sc1nnnn1C (centres undefined)	-45	67	84	1	-22	-1	-7	1	-2	3.6
COCCNC(=O)C1CCN(S(=O)(=O)c2ccccc2)CC1	-17	89	88	13	-11	-2	-3	20	2	-2.2
Cc1c(N=C/C=C2\N(C)c3ccccc3C2(C)C)c(=O)n(-c2ccccc2)n1C	-39	83	88	13	-4	-1	10	63*	2	-2.2
O=C(C1CSC2(c3ccc(F)cc3)CCC(=O)N12)N1CCCCCC1 (centres undefined)	-41	81	88	12	-10	1	18	9	-1	-0.8
O=S(=O)(c1ccccc1)N(CC(O)Cn1c2ccccc2c2ccccc21)c1ccccc1 (centres undefined)	-31	17	16	13	-6	0	3	-54	6	-2.4
N#CCSc1nc2sc3c(c2c(=O)n1C1CCCCC1)CCCC3	-2	73	76	5	-6	0	-7	4	2	-1.1
CCOC(=O)C(=O)Nc1ccccc1C(=O)Nc1ccc(OC)cc1	-38	104	91	25	-5	-1	-14	21	1	-0.9
O=C(Nc1ccc(OCC(=O)N2CCOCC2)cc1)c1cncc(Br)c1	-24	100	108	15	3	-3	9	6	0	-2.6
COC(=O)c1cn(Cc2cccc(C)c2)nn1	1	100	90	19	1	-2	5	60	0	-1.1
Cc1cccc(-n2c(C)nc3sccc3c2=O)c1	-6	96	98	2	-2	-2	7	-32	1	-1.7
O=C(NCCc1ccccc1)c1cccc([N+](=O)[O-])c1	-36	98	87	2	-5	-4	1	.	2	3.7
O=C(c1ccco1)N1CCN(S(=O)(=O)c2cccc(C(F)(F)F)c2)CC1	-32	92	85	18	-3	2	1	24	2	-3.3
O=C(O)c1cccc(NC(=O)C2C3C=CC(C3)C2C(=O)OCC(F)(F)C(F)F)c1 (centres undefined)	-23	95	118	5	-8	.	-6	-31	0	0.0
Cc1nnc(N2CCc3ccccc3C2)[nH]c1=O	-23	103	85	4	-5	3	7	-18	4	-1.8
O=P(Cc1cccc[n+]1[O-])(c1ccccc1)c1ccccc1	-31	83	94	10	-4	-1	-1	7	2	-2.6
CCC(C)n1[nH]c(=O)cc1N (centres undefined)	-23	92	85	3	-15	-1	5	.	1	-1.0
CCCCNC(=O)CC1SC(=NCC)N(CC)C1=O (centres undefined)	-51	112	103	9	1	.	-9	-10	3	-0.1
CN(C)S(=O)(=O)c1cc(C(=O)NCCCn2ccc3ccccc32)ccc1Cl	-53	73	86	8	8	0	-9	-22	2	-1.4
COc1cc(C2C(C#N)=C(N)Oc3c2ccc2ccccc32)ccc1OCC(=O)Nc1cccc(C)c1 (centres undefined)	-34	41	50	7	-1	-3	9	.	0	-3.6
Cc1ccc2nsnc2c1S(=O)(=O)N(Cc1cc2cccc(C)c2[nH]c1=O)CC1CCCO1 (centres undefined)	-26	57	60	6	-14	.	2	-19	1	-1.0
NC(=O)c1cc2ccccc2oc1=NCc1ccccc1	-11	71	82	7	-28	0	11	10	4	-5.0
COc1ccc(S(=O)(=O)N[C@@H](C)C(=O)OCC(=O)Nc2cc3oc4ccccc4c3cc2OC)cc1	-40	76	73	14	-3	-4	8	.	-1	-3.0
CCOC(=O)Cn1ccc(O)c(Cc2ccc(Cl)cc2Cl)c1=O	-1	100	96	1	-2	-1	-8	.	2	1.3
Cc1ccc(C)c(C(=O)c2c(C)nc3sccn23)c1	-4	94	109	2	-10	0	-5	-47	3	-0.7
O=C(Cc1ccc(F)cc1)N(c1ccc(F)cc1)C1C=CS(=O)(=O)C1 (centres undefined)	-13	81	97	11	-14	-2	13	37	-2	-0.9
N#Cc1c(N)nc2c(c1-c1cccc(O)c1)CCCCCC2	-63	92	96	27	-9	.	4	-10	2	-2.4
Cc1nc2ccccc2n2c(-c3ccccc3)c3c(=O)n(C)c(=O)n(C)c3c12	-26	94	89	0	-5	.	0	35	5	-4.0
Cc1ccc2oc3c(c(=O)c2c1)C(c1ccc(F)cc1)N(CCCN1CCOCC1)C3=O (centres undefined)	-24	91	85	8	-12	0	-16	0	-4	-4.0
COC(=O)c1cc(OC)c(OC)cc1NC(=O)CN1CCCCC1	-39	101	107	11	-1	1	-9	-7	2	-0.6
Cn1c(=O)c2c(ncn2CC(=O)N/N=C/C=C/c2ccccc2)n(C)c1=O	-23	83	85	30	-6	-4	-4	.	3	-1.6
COc1ccc(Cl)cc1NC(=O)CSc1nncn1-c1cccnc1	-25	90	94	13	-4	-1	1	-14	0	-2.4
Cc1ccc2nc(SCC(=O)NCC3CCCO3)c(C#N)cc2c1 (centres undefined)	-43	103	86	6	-10	0	14	-4	0	-1.5
N#CCC(=O)NCCCc1ccccc1	-30	96	98	8	2	-3	0	-13	0	-0.8
Cn1nnc(NC(=O)CSc2ncn[nH]2)n1	-1	101	97	22	-4	5	-17	-10	3	-0.7
Cc1nnc(SCC(=O)Nc2cccc(C(F)(F)F)c2)n1Cc1ccco1	-26	103	87	3	-5	-1	3	-10	-1	-1.9
CC(=O)NC12CC3CC(CC(CC(=O)O)(C3)C1)C2	10	110	105	7	-16	0	-2	.	-3	-1.8
CCOC(=O)Cc1c(Sc2ccccc2)c2cc(C)ccc2n1C	0	86	89	6	2	-6	4	-24	12	-1.4
COc1ccc(C=Nc2cccc3c(=O)[nH][nH]c(=O)c23)c2ccccc12	-46	90	94	9	-7	1	-11	-1	4	-3.1
O=C1C2C3c4ccccc4C(c4ccccc43)C2C(=O)N1Cc1cccnc1 (centres undefined)	-29	96	86	8	-2	0	-10	.	-1	-2.2
CN(C)C(=O)COC(=O)c1ccccc1OCC(=O)Nc1ccc(SC(F)F)cc1	-43	79	93	26	1	-2	10	-3	1	-3.8
c1cc2c(cc1-c1cnc3n1CCC3)OCCO2	-56	12	9	12	-3	0	5	.	7	-2.6
O=C(COc1ccc(Cl)cc1)Nc1ccccc1N1CCOCC1	-22	89	95	7	-8	-2	-1	.	5	-4.1
COc1ccc(N2C(=O)C3CCCN3C2c2ccccc2F)cc1 (centres undefined)	-30	102	100	3	-3	0	1	-1	5	-2.0
CCS(=O)(=O)N1CCN(c2ccccn2)CC1	-6	92	104	6	0	0	6	-12	1	-2.0
Cc1cccnc1NC(=O)Nc1cccc(C(F)(F)F)c1	-50	77	82	4	-22	-1	-4	-16	1	-3.2
CCCCOC(=O)Nc1ccc(N2CCOCC2)cc1	-26	100	88	14	.	.	-2	.	4	-0.5
COc1ccc(OCC(=O)N2CCN(C(=O)c3cccc(F)c3)CC2)cc1	-1	98	103	2	-6	-6	-13	12	1	0.1

Further results:
SMILES	Yeast growth inh	PTEN del growth	HCT116 bCat-KO	Measles CPE	Yeast lifespan up	Phagocytosis inh	GALR2 blocker	E-sel TNF inh	NPY-Y2 antag	MRP-1 activ
COc1ccc(C(=O)NNC(=O)c2ccccn2)cc1	0	71	65	7	-7	-4	7	.	-1	-4.3
COC(=O)c1cc(C#N)c(SCc2ccccc2)nc1C	-2	94	103	1	-12	-2	-8	.	3	-0.5
COc1cc(NC(=O)CCN2CCN(Cc3ccccc3)CC2)cc(OC)c1	-30	107	87	19	-5	-2	-22	3	8	-4.5
Cc1ccc2nc(N(CCCN(C)C)C(=O)c3ccc4c(c3)CCCC4)sc2c1	-24	1.0*	3.4*	12	2	7	-26	6	11	-6.4
COc1ccc(NC(=O)NCCCN2CCCC2=O)c(OC)c1	-68	102	101	2	-1	0	-2	6	2	0.1
CCc1cc2c(nc1CC)CCN(CC/C(C)=N/OC[C@H]1O[C@H](c3ccccc3)C=C[C@@H]1Oc1ccc(OC)cc1)C2	-27	11	9	17	5	.	-11	.	5	-2.1
CN(C)c1ccc(NC(=O)c2ccncc2)c2ccccc12	-21	85	102	4	-7	-1	9	-24	0	-0.7
Cc1cccc(Oc2ccccc2N)c1	-11	106	96	1	-3	0	-6	15	-3	-2.0
Cc1nnc(SCc2cccc3ccccc23)n(N)c1=O	17	95	108	15	-7	-12	10	2	6	-0.9
CCCC(=O)Nc1ccc(C(=O)N2CCCC2)cc1	-26	104	101	5	-5	0	-7	5	1	-0.2
CCC(=O)c1cn(CC(=O)NCc2ccco2)c2ccccc12	-23	97	98	16	-13	0	-5	9	-1	-1.4
O=S(=O)(Nc1ccc(O)c(Sc2nc3ccccc3s2)c1)c1cccc2ccccc12	-38	50	61	15	9	-8	-15	-41	1	-3.8

Sorted by number of heavy atoms (rising): some entries from above
SMILES	Yeast growth inh	PTEN del growth	HCT116 bCat-KO	Measles CPE	Yeast lifespan up	Phagocytosis inh	GALR2 blocker	E-sel TNF inh	NPY-Y2 antag	MRP-1 activ
CN(C)c1nc(SCc2ccccc2Cl)nc2c1CCCC2	-14	77	84	2	-23	0	-13	5	2	0.2
O=C(C1CSC2(c3ccc(F)cc3)CCC(=O)N12)N1CCCCCC1 (centres undefined)	-41	81	88	12	-10	1	18	9	-1	-0.8
COc1ccc(S(=O)(=O)N[C@@H](C)C(=O)OCC(=O)Nc2cc3oc4ccccc4c3cc2OC)cc1	-40	76	73	14	-3	-4	8	.	-1	-3.0
